Compound activity deposited in PubChem BioAssay by several laboratories.
MEKK2 mut-MEK5: signal of MEK5 binding to mutant human MEKK2 PB1 domain; bead flow cytometry, Alexa488-MEK5 binding to MEKK2 mutant; percent response, % at 10 µM; 0.35% of 290,000 active; AID 1530; in the data active = percent response above about 24%, passing the limit was not always enough; also: inactives centre near 1; some results filed as inactive read as strong as hits; reference of the scale not given here
p-CIP stab down: compounds decreasing mouse p/CIP protein stability. Q05BA5. decrease of EGFP signal, % at 10 µM. F442A p/CIP-EGFP cells, EGFP fluorescence, 16 h. 0.01% of 290,000 active. AID 1984;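 active = EGFP signal decrease of at least 30% at 10 µM or well 3 SD below plate mean, unless failing retest; inactive = the rest, including hits failing retest or dose response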; also: some compounds called inactive have numbers as strong as hits; many of its hits are not listed in these tables
MEKK2wt PB1 HTS: raises or lowers MEK5 binding to wildtype human MEKK2 PB1 domain | Q9Y2U5 | bead flow cytometry, Alexa488-MEK5 binding to MEKK2 WT; actives lie on both sides | binding response (% of control), % at 10 µM | 1.1% of 290,000 active | AID 1531; in the data active = binding response below about 67% or above about 130%
IDE act: activators of human insulin-degrading enzyme in cells. P14735. HEK cells, FAbeta-B cleavage, fluorescence polarization; 0% vehicle, 100% cell-free pure enzyme wells. activation, % at 5.96 µM. 0.073% of 340,000 active. AID 493087;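 active = activation above the mean of all tested compounds plus 3 SD, set per screening campaign, cut at about 17% in these data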
IDE inh: inhibitors of human insulin-degrading enzyme in cells. P14735. HEK cells, FAbetaB cleavage, fluorescence polarization. inhibition, % at 5.59 µM. 0.41% of 320,000 active. AID 434962;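 active = percent inhibition above the average of all tested compounds plus 3 SD, set per screening campaign, cut at about 16% in these data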;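 also: IDE supplied by intact live HEK cells; FP after avidin binding of uncleaved biotin substrate so inhibition keeps polarization high; 0% = DMSO wells and 100% = 60 µM reference IDE inhibitor Ii1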
SUMO HTRF inh: SUMOylation inhibition | AID 2006 | 0.36% of 290,000 active | P63279 | HTRF SUMOylation assay, SAE1/SAE2 + UBC9, in vitro | inhibition, % at 35 µM; in the data active = inhibition above about 50%, passing the limit was not always enough; also: strong numbers were not always called active
Target sequence (P63279 whole entry, looked up): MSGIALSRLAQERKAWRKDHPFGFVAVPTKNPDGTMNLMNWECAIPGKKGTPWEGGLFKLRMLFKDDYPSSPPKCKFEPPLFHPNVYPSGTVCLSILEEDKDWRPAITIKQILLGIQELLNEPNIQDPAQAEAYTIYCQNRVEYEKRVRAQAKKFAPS
NALP1 inh: blocks the NALP1 inflammasome reconstituted in yeast | 0.61% of 280,000 active | S. cerevisiae NALP1/ASC/caspase-1 growth, X-gal OD620, 72 h | inhibition, % at 10 µM | AID 2071; in the data active = inhibition mostly above about 24%, no sharp cut-off; inactive = mostly below about 32%; also: some compounds called inactive have numbers as strong as hits
MEKK3 PB1 HTS: raises or lowers MEK5 binding to the human MEKK3 PB1 domain; Q99759; binding response (% of control), % at 10 µM; bead-based flow cytometry, Alexa488-MEK5 binding to MEKK3; actives lie on both sides; 0 = blocked by unlabeled MEK5, 100 = vehicle; 1.4% of 290,000 active; AID 1529;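 active = binding response more than 3 SD above or below the average of its plate-row segment, actives on both sides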;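 also: Alexa488 bead fluorescence after subtracting the streptavidin-only scavenger bead signal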
Target sequence (Q99759 whole entry, looked up, the tested form may be a part): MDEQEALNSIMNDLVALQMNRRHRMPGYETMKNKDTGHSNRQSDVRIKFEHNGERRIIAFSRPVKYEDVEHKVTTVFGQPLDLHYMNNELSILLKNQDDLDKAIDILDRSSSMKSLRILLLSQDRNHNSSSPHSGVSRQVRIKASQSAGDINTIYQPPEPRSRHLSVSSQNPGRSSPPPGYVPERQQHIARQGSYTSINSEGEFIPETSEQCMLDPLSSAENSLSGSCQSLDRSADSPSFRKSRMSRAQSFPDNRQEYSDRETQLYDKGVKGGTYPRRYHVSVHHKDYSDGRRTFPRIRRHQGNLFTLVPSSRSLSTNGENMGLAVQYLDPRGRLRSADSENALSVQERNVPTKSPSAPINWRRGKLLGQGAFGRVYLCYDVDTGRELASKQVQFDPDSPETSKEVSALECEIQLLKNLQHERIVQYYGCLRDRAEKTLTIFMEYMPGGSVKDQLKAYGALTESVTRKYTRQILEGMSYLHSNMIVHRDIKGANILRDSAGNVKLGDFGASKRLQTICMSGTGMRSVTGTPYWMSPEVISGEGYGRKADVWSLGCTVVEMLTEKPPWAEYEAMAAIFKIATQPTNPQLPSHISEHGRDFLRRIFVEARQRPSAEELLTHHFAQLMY
PfM18AAP inh: blocks P. falciparum M18 aspartyl aminopeptidase. recombinant PfM18AAP, H-Glu-NHMec fluorogenic cleavage. inhibition, % at 7.35 µM. 1.2% of 290,000 active;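 active = inhibition above the campaign mean inhibition over all tested compounds plus 3 SD, cut at about 28% in these data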;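 also: 0% = plate median of test compound wells and 100% = 2 mM ZnCl2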
The depositor's hits bear a star; x = no result given; [ ] = dose if it differs, or a comment. These rows are one share of the data. The share of hits here may be higher or lower than overall.

SMILES	MEKK2 mut-MEK5	p-CIP stab down	MEKK2wt PB1 HTS	IDE act	IDE inh	SUMO HTRF inh	NALP1 inh	MEKK3 PB1 HTS	PfM18AAP inh
CC1=C(OC(=O)C(C)(C)C)C(C)(C)C(c2ccccc2)OC1=O (stereo not given)	-2	-1	97	-2	-1	-17	34	98	-9
O=[N+]([O-])c1ccc(NCCNc2ccc(Cl)nn2)cc1	6	6	103	-2	2	5	1	100	11
O=C(NCCc1c[nH]c2ccccc12)Nc1ccccc1	1	-8	106	4	-3	-5	38	105	-1
Cc1cc(NC(=O)CSc2nnc(-c3ccc(Br)o3)n2Cc2ccccc2)no1	5	1	103	4	-1	23	11	105	4
CCOc1ccccc1N1CCN(CC(=O)NC(C)c2ccccc2)CC1 (stereo not given)	0	5	102	3	-4	-6	-4	100	-3
Cc1ccccc1CSc1nnc(-c2cccnc2)n1N	1	-2	105	-2	1	10	11	105	0
COc1ccc(C(CNC(=O)C(C)(C)Oc2ccc(Cl)cc2)N2CCCCC2)cc1 (stereo not given)	3	10	111	5	-2	16	17	101	-14
CC(C)(CNC(=O)c1cc(Cl)c(O)c(Cl)c1)N1CCCCC1	-3	4	93	6	1	2	9	100	4
CCOC(=O)CNC(=O)CSc1nnc(-c2ccccc2)n1Cc1ccco1	3	-4	111	1	-6	12	-5	106	7
Cc1ccc(NC(=O)CSc2nnc(C(F)(F)F)n2C)cc1[N+](=O)[O-]	5	0	97	4	7	8	x	96	-5
CSc1nnc(NC(=O)c2nc(S(=O)(=O)Cc3cccc(C)c3)ncc2Cl)s1	0	-31	101	-5	1	0	8	102	-20
NC(=O)N/N=C/c1c(F)c(F)c(F)c(F)c1F	13	-21	110	-3	-1	1	8	109	3
S=c1[nH]nc(-c2ccco2)n1C1CCCCC1	19	-5	90	-5	-3	2	-23	105	14
COc1ccccc1NC(=O)CN1CCN(C(=O)c2ccco2)CC1	9	-4	111	7	0	20	1	108	7
C=CCn1c(N)c(C(=O)Nc2ccc(C)c(C)c2)c2nc3ccccc3nc21	6	-6	108	6	3	7	-2	118	-6
Cc1c(NC(=O)c2ccc(Br)s2)c(=O)n(-c2ccccc2)n1C	-4	-6	94	-1	-1	14	-6	90	0
CN(C)c1nc(C(N)=O)nc(N2CCOCC2)n1	-1	1	94	1	-4	0	4	100	2
OC(CNCCC(c1ccccc1)c1ccccc1)COc1ccccc1 (stereo not given)	142*	-3	313*	1	0	-9	33*	109	4
O=C(CSc1nnc(CNc2ccccc2)o1)N1CCc2ccccc21	-2	-13	99	2	-1	6	-2	95	-10
CN(C)CCN(Cc1cccs1)S(=O)(=O)c1csc(C(N)=O)c1	-8	7	94	3	-3	2	5	93	-15
NC(=O)c1ccccc1NC(=O)CSc1nc2ccccc2c(=O)[nH]1	3	2	103	0	-3	6	8	102	-1
CCOCCn1c(N2CCN(c3ccc(OC)cc3)CC2)nc2c1c(=O)n(C)c(=O)n2C	4	9	107	1	1	10	13	103	-6
CC(C)c1[nH]nc2c1C(C(C)C)C(C#N)=C(N)O2 (stereo not given)	4	-6	107	3	-4	1	3	102	0
O=C(CSc1nc2ccc([N+](=O)[O-])cc2[nH]1)NCCc1ccccc1	4	-6	100	0	-7	3	-6	99	2
CC(=O)Nc1c(-c2ccccc2)c2cc(Br)ccc2[nH]c1=O	9	-14	108	4	5	8	3	103	-5
Remaining list, next part.
SMILES	MEKK2 mut-MEK5	p-CIP stab down	MEKK2wt PB1 HTS	IDE act	IDE inh	SUMO HTRF inh	NALP1 inh	MEKK3 PB1 HTS	PfM18AAP inh
O=C(CCCc1c[nH]c2ccccc12)Nc1ccc(S(=O)(=O)Nc2ncccn2)cc1	1	-10	98	8	-1	10	0	102	5
COc1ccc(N2CCN(CC(O)COc3ccc(F)cc3)CC2)cc1 (stereo not given)	16	-9	117	2	6	5	27	112	3
Cc1cccc(N(CC(=O)O)CC(=O)O)c1	-1	-9	100	-2	-2	-4	-3	102	8
CC1(C)CC(NC(=O)c2ccc(Cl)c(Cl)c2)CC(C)(C)N1	1	4	114	0	0	1	11	104	0
CC1CCN(c2nc(/C=C/c3ccccc3)nc3ccccc23)CC1	6	-14	112	-2	-3	-19	43	101	5
CN1C(=O)CSc2ccc(NC(=O)NCc3ccccc3)cc21	1	6	94	3	5	4	-1	93	5
O=C(CN(C(=O)CCC(=O)Nc1nccs1)c1ccc2c(c1)OCO2)NCc1ccccc1	-6	1	99	0	1	-5	21	101	-2
O=C(OCC(=O)N1CCC(Cc2ccccc2)CC1)c1ccc[nH]c1=O	4	2	101	4	-4	5	5	100	-5
CC(C)c1ccc(Nc2cnn(C34CC5CC(CC(CC(=O)O)(C5)C3)C4)c(=O)c2Cl)cc1	-2	-6	96	4	1	2	0	100	10
CCOc1ccc2ccccc2c1/C=N/NC(=O)c1cc(C)[nH]n1	4	-9	101	1	-6	22	3	99	-2
COc1cccc(/C=N/NC(=S)NC2CC3CCC2C3)c1OC (stereo not given)	-6	0	97	-16	12	18	6	96	-5
Cn1cccc1C1(C(F)(F)F)NCCNC1=O (stereo not given)	0	-1	88	-1	-5	-3	7	91	2
O=C(NCc1ccc(N2CCCC2=O)cc1)c1cccc(Cl)c1	2	-6	105	-1	0	-2	-13	91	-1
Fc1ccc(CN2C3=NCCCN3c3ccccc32)cc1	0	6	106	4	4	-15	13	118	-11
COC(=O)COc1ccc(/C=C2/SC(=O)N(CC(=O)N3CCCC3)C2=O)cc1Br	2	-15	104	5	3	23	34	102	9
C=CCN1C(=O)C2C(C(=O)NC)C3(C)C=CC2(O3)C1C(=O)NCc1ccc(OC)cc1 (stereo not given)	3	5	101	0	0	0	13	95	-2
COc1ccc(CNC(=O)c2c(C)oc3c2C(=O)c2ccccc2C3=O)cc1	12	-4	103	8	0	62	40	107	-6
CC(=O)c1c(C(C)=O)c(C)n(Cc2ccc3c(c2)OCO3)c1C	-2	12	95	2	2	12	-14	99	4
COC(=O)c1ccc(NC(=O)CCS(=O)(=O)c2ccc3c(c2)NC(=O)C(C)S3)cc1 (stereo not given)	3	-8	105	1	-2	13	-16	102	6
CC(=O)c1c(C)[nH]c(C(=O)Nc2nc(C)cs2)c1C	0	-16	106	0	8	17	10	109	9
Cc1cc(N=Nc2ccc(C)c(N=Nc3cc(C)c(N)cc3N)c2)c(N)cc1N	-7	2	76	7	-6	-3	1	67*[inhibitor]	4
CCOC(=O)c1ccc2ncc(C(=O)OCC)c(NCc3ccco3)c2c1	14	-16	109	0	12	9	-10	109	11
COC(=O)C1(C)Cc2cc(OC(C)=O)c(OC(C)=O)cc2N1 (stereo not given)	4	0	110	x	-4	4	4	109	1
COC(=O)CCC(=O)OC1(C)C(=O)C=C2C=C(c3ccsc3)OC=C2C1=O (stereo not given)	-1	x	89	2	-5	x	x	94	x
CCO/C(C)=C1/SC(=S)NC1=O	0	-14	107	0	2	3	x	104	12

MEKK2 mut-MEK5: what is marked active above.
SMILES	MEKK2 mut-MEK5	p-CIP stab down	MEKK2wt PB1 HTS	IDE act	IDE inh	SUMO HTRF inh	NALP1 inh	MEKK3 PB1 HTS	PfM18AAP inh
OC(CNCCC(c1ccccc1)c1ccccc1)COc1ccccc1 (stereo not given)	142*	-3	313*	1	0	-9	33*	109	4

The main list resumes; the 3 compounds before the break are reprinted first.
SMILES	MEKK2 mut-MEK5	p-CIP stab down	MEKK2wt PB1 HTS	IDE act	IDE inh	SUMO HTRF inh	NALP1 inh	MEKK3 PB1 HTS	PfM18AAP inh
COC(=O)C1(C)Cc2cc(OC(C)=O)c(OC(C)=O)cc2N1 (stereo not given)	4	0	110	x	-4	4	4	109	1
COC(=O)CCC(=O)OC1(C)C(=O)C=C2C=C(c3ccsc3)OC=C2C1=O (stereo not given)	-1	x	89	2	-5	x	x	94	x
CCO/C(C)=C1/SC(=S)NC1=O	0	-14	107	0	2	3	x	104	12
Cc1nnc(SCCCOc2ccccc2)nc1C	-1	x	96	-7	1	x	x	94	x
Cc1cc(C)c(NC(=S)N(CCc2ccncc2)C(C)C)c(C)c1	-8	9	94	-1	0	-7	4	102	4
CN1C=C(C(F)(F)F)C=C/C1=C(\C#N)c1nnc2n1CCCCC2	6	-10	106	2	-6	7	-6	104	0
O=S(=O)(Nc1cccc2ccccc12)c1cccc2nonc12	-5	-4	98	5	-1	19	-2	102	-18
CCOc1ccc(-c2nc(C)c(C(C)=O)n2O)cc1	-17	-1	84	3	3	2	32	77	-2
CCOCCCNC(=O)C(NC(=O)c1ccccn1)c1ccc(C)cc1 (stereo not given)	-2	12	98	7	3	-12	14	93	-3
COC(=O)c1cc2oc(C)cc2n1CC(=O)Nc1ccc(OC)c(OC)c1OC	-4	-14	98	x	x	17	12	99	-4
COc1ccc2c(c1)[nH]c1c(N3CCSCC3)ncnc12	-30	-14	73	-8	14	14	26	67	-8
CCN(CC)CC#CCC(OC)(c1ccccc1)c1ccccc1	-1	-3	98	5	2	14	13	98	-13
O=C(OCC(=O)N1CCCC1)c1c(Cl)ccc(Cl)c1Cl	5	-2	101	5	1	13	0	101	-3
CC(C)C(=O)Nc1ccc2c(c1)nc(CCN1CCN(c3ccccc3)CC1)n2C	-6	19	100	8	12	2	-8	96	-2
Cc1ccc(N2C(=O)CC(N3CCc4ccccc43)C2=O)cc1Cl (stereo not given)	11	6	111	0	8	-4	19	107	5
O=C(NC1CCCC1)C(c1c[nH]c2ccccc12)N(C(=O)Cn1nnc(-c2ccc(Cl)cc2)n1)c1ccccc1 (stereo not given)	-1	6	98	4	-5	-2	2	100	0
C=CCSC1=NNC(c2ccc(C(C)(C)C)cc2)=NN1	7	-10	100	-1	-1	6	x	100	3
O=C(c1ccccc1)N(Cc1ccc(F)cc1)C1CCS(=O)(=O)C1 (stereo not given)	2	-2	103	-4	0	-13	-3	101	-2
COC(=O)c1ccc(NC(=O)C2CCN(C(=O)c3cc(OC)c(OC)c(OC)c3)CC2)cc1	6	-2	106	-2	-3	5	0	104	16
O=C(C1CCC1)N1CCC(O)(c2cccc(F)c2)CC1	5	20	105	4	2	9	11	104	-1
O=c1c(Cc2ccc(Cl)cc2Cl)c(O)ccn1CCCN1CCOCC1	2	-5	97	7	3	17	-12	101	-4
COc1ccccc1CNC(=O)CCSCc1cccc(Cl)c1	-1	4	100	3	2	-18	26	98	-2
CCOC(=O)CSc1nnc(-c2cccc(Cl)c2)n1CC	5	-12	102	-1	1	18	-4	106	-11
CC1CCC(C(=O)NC(C(=O)N2CCN(c3ccccn3)CC2)C(C)C)CC1 (stereo not given)	x	-27	x	2	9	25	-22	x	0
CCCCNS(=O)(=O)c1ccc2nc(-c3cccnc3)cc(C(=O)NC3CCCC3)c2c1	0	-7	104	5	2	20	x	108	2
CCOC(=O)C1=C(N)Oc2cc(O)ccc2C1c1cccc(Cl)c1 (stereo not given)	15	-22	100	9	4	6	6	103	-2
COc1cc2c(cc1NC(=O)c1ccncc1)oc1ccccc12	6	3	108	-4	4	11	13	103	-4
C=CCN1CN(S(=O)(=O)c2ccc(OC)cc2)c2nc3ccccc3nc21	1	3	98	3	7	8	20	100	2
Cc1[nH][nH]c(=O)c1N=Nc1ccc(F)cc1	10	-8	111	3	2	-20	-12	106	10
O=C(CSc1ccc(-c2nc3ccccc3[nH]2)cn1)Nc1ccc(S(=O)(=O)N2CCCC2)cc1	-2	-15	107	-4	7	-10	16	97	1
CCn1cc(CNC(=O)c2ccc3nc(Cc4ccc(OC)cc4)oc3c2)cn1	1	-4	96	-4	3	6	2	99	-4
Cc1ccc(NC(=O)N2CCc3ccccc32)cc1	3	2	96	5	3	13	-58	88	4
COc1ccc(OC)c(S(=O)(=O)NCc2csc(-c3ccccc3)n2)c1	-6	-6	86	-2	-3	8	15	81	-1
